RXFP1 agonist – activates the human relaxin receptor RXFP1; Q9HBX9; HEK293T-RXFP1 cAMP TR-FRET, 30 min; response scale: percent of porcine relaxin response, buffer zero; Potency, µM (top dose mostly 57.5 µM), for inactives: at the highest dose activation, hits mostly activators; actives 0.3% (n = 370,000); also: potency is read from the fitted curve at half-maximal effect; % is scaled to controls: 0 for no effect and ±100 for the full control effect; nearly all actives have a fitted effect of over 60% in size; many of its hits are not listed in these tables
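Agonist response is measured as cAMP accumulation in an RXFP1-transfected HEK293T line under PDE4 inhibition. Values are scaled between buffer-only and 29 nM porcine relaxin, and EC50s come from standard Hill equation fits.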
GRP78 ERSR act – induces the endoplasmic reticulum stress response in human glioma cells. Potency, µM, without a hit: at the top dose activation, hits mostly activators. AID 602332. U87-MG GRP78 promoter luciferase reporter, 16 h. actives 0.02% (n = 420,000); also: potency is read from the fitted curve at half-maximal effect; series mostly up to about 76 µM; % of control where 0% means no effect; nearly all actives have a fitted effect of over 35% in size
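Stably transfected U87-MG human glioma cells carrying a GRP78-based luminescent sensor were seeded at 1000 cells/well, pin-dosed with compounds and incubated 16 h. Luciferase reagent was then added, and end-point luminescence was read after 10 min at room temperature.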
USP1-UAF1 inh – blocks the human USP1/UAF1 deubiquitinase complex. O94782. recombinant USP1/UAF1, Ub-Rhodamine cleavage fluorescence. Potency, µM (doses to about 57.1 µM), inactives show at the highest dose activity change, negative = inhibition, usual class: inhibitors. actives 0.23% (n = 390,000); also: potency is read from the fitted curve at half-maximal effect; % is scaled to controls: 0 for no effect and ±100 for the full control effect; nearly all actives have a fitted effect of over 60% in size; inactives centre near -12
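1 nM enzyme complex + cpd, 15 min RT; start with Ub-Rho 150nM final; kinetic fluorescence ex 480/em 540, 6 reads q60 s. Buffer 50mM HEPES pH 7.8, 0.5mM EDTA, 0.1 mg/ml BSA, 1mM TCEP, 0.01% Tween-20.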
Vif-APOBEC3F blk – blocks the Vif interaction with APOBEC3F. HeLa A3F-eYFP + Vif (tagged APOBEC3F with the HIV-1 protein that degrades it), YFP fluorescence increase. Potency, µM (highest dose often 46.1 µM), for the others: at the top dose activity, negative = active. actives 0.2% (n = 390,000). AID 602313; also: potency is read from the fitted curve at half-maximal effect; % of control where 0% means no effect; nearly all actives have a fitted effect of over 65% in size
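HeLa cells stably expressing A3F-eYFP plus Vif, plated and incubated overnight at 37 deg C, then exposed to compounds overnight at 37 deg C. Blocked degradation read as raised yellow fluorescence (Ex 488/Em 500-530).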
IDH1 R132H inh – blocks human mutant IDH1 R132H enzyme. O75874. IDH1-R132H enzyme, NADPH consumption, diaphorase/resazurin fluorescence. Potency, µM (series often up to 76.6 µM), for inactives: at the top dose activity change, negative = inhibition, hits mostly inhibitors. actives 0.093% (n = 390,000); also: potency is read from the fitted curve at half-maximal effect; % is scaled to controls: 0 for no effect and ±100 for the full control effect; nearly all actives have a fitted effect of over 65% in size
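IDH1-R132H (0.5 ug/mL dispensed) in pH 7.5 Tris buffer was preincubated 30 min with compound, then given a substrate mix of 0.016 mM NADPH and 2 mM alpha-KG for 80 min at room temperature; remaining NADPH was read by diaphorase/resazurin fluorescence.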
Vif-APOBEC3G blk – inhibitors of Vif-APOBEC3G interaction | HeLa A3G-eYFP + Vif (tagged APOBEC3G with the HIV-1 protein that degrades it), YFP fluorescence, overnight | Potency, µM (series often up to 46.1 µM), for the others: at the highest dose activity, negative = active, usual class: inhibitors | actives 0.076% (n = 410,000);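 also: potency is read from the fitted curve at half-maximal effect; % is scaled to controls: 0 for no effect and ±100 for the full control effect; nearly all actives have a fitted effect of over 60% in size; hits raise eYFP signal because A3G escapes Vif-driven loss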
Target sequence (Q9HC16 whole entry, looked up): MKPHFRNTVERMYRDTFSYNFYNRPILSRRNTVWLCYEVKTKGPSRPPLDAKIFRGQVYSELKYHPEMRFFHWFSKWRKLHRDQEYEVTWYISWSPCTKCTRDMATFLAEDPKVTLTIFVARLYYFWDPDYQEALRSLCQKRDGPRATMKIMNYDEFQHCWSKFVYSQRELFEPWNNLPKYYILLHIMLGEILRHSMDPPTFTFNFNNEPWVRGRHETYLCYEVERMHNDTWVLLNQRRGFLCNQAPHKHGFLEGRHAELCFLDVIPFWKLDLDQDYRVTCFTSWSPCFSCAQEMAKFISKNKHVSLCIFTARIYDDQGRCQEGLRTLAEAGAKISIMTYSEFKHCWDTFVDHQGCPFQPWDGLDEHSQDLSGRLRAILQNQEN
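HeLa cells stably expressing Vif and C-terminally eYFP-tagged A3G, seeded overnight at 37 deg C, then exposed to compound by pintool overnight at 37 deg C. Rise in yellow fluorescence (Ex 488/Em 500-530, Acumen) marks blocked Vif-driven A3G degradation.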
LDHA block – blocks human lactate dehydrogenase A | P00338 | purified LDHA, NADH/diaphorase-resazurin fluorescence; stronger effect = lower value | activity change, % (values are at about 110 or 230 µM) | actives 0.15% (n = 480,000) | AID 1347041; in the data active = activity change below about -30%; inconclusive = mostly about -25% to -30%;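 also: plate controls were DMSO wells for no effect and wells without enzyme for full effect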
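Human LDH5 (2 nM) was incubated with 0.06 mM NADH and 0.2 mM pyruvate for 5 min at room temperature in Tris pH 7.4. Remaining NADH was coupled through diaphorase/resazurin, and resorufin fluorescence was read at 0 and 20 min.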
TrxR1 substrate – is turned over as a substrate by rat TrxR1; O89049; purified TrxR1 substrate turnover, NADPH consumption readout; Potency, µM (highest dose often 114 µM), without a hit: at the highest dose activity change, negative = substrate turnover; actives 0.01% (n = 390,000); also: potency is read from the fitted curve at half-maximal effect; % is scaled to controls: 0 for no effect and ±100 for the full control effect; nearly all actives have a fitted effect of over 50% in size
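Rat TrxR1, dispensed at 90 nM, was prereduced with 400 uM NADPH (final) for 5 min at ~22 deg C, then incubated with compound 15 min before 400 uM selenite. A first-read NADPH fluorescence drop versus no-compound background flagged substrates.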
PI4K2A inh – PI4K2A (human) kinase inhibition. Q9BTU6. purified PI4K2A, ADP-Glo luminescence, 1 h; stronger effect = lower value. activity change, negative = inhibition, % at 76.9 µM. actives 0.13% (n = 420,000). AID 1346378; in the data active = activity change below about -50%; inconclusive = mostly about -30% to -49%;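 also: -100% = wells without enzyme as full effect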
Target sequence (Q9BTU6 whole entry, looked up): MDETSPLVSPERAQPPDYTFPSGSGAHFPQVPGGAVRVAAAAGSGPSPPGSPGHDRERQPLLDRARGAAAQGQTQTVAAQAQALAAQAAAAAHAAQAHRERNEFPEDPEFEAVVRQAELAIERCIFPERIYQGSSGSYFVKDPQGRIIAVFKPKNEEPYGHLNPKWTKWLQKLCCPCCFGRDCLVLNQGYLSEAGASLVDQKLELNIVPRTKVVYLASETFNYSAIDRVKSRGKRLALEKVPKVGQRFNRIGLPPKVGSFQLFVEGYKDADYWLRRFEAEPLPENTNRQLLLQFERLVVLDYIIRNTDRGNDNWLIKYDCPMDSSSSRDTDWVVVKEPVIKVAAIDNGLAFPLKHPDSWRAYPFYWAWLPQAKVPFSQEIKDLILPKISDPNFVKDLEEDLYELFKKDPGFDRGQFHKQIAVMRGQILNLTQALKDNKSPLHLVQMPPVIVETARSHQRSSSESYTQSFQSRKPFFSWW
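ADP-Glo luminescence measured ADP generated by PI4K2A enzyme (4 ug/mL before mixing) with 1.2 mM PI substrate (pre-mix) and 300 microM ATP (pre-mix). Tris pH7.5 buffer with MgCl2, Triton X-100; 1 h reaction at ambient temperature.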
Active calls of the source: *; ? = inconclusive; · = no result given; & = joins results of further samples; [ ] = remark or other dose. Unless noted, calls follow the shape of the dose curve; as a rule, active = well fitted curve in the direction sought with a large enough effect; inconclusive = small, poorly fitted or top-dose-only effect, or another doubt; inactive = no such curve, though single readings can be large; an effect the other way counts as inactive or inconclusive. Not all compounds are listed. The share of hits here may be higher or lower than overall.

SMILES	RXFP1 agonist	GRP78 ERSR act	USP1-UAF1 inh	Vif-APOBEC3F blk	IDH1 R132H inh	Vif-APOBEC3G blk	LDHA block	TrxR1 substrate	PI4K2A inh
NC1=NN(c2ccccc2)C(=O)C1	·	0%	1%	-12%	5%	0%	4	-3%[57.1 µM]	-11
C=CCn1c(SCCNC(C)=O)nc2cc(-c3ccccc3)sc2c1=O	17%	3%	-15%	-3%	-1%	-4%	-6	8%	-2
Cc1cc(S(=O)(=O)N2CCCC2)ccc1OCC(=O)NCc1ccccn1	-0.4%	-1%	-19%	17%	2%	0%	-7	2%	-2
NS(=O)(=O)c1ccc(-c2ccc(C=NC3CCS(=O)(=O)C3)o2)cc1 (centres undefined)	0.7%	-8%	-22%	0%	3%	-3%	6	3%	-6
COc1ccc(-n2c(SCC(=O)Nc3cc(C)on3)nc3c(c2=O)SC(C)C3)cc1 (centres undefined)	·	-4%	3%	-10%	-1%	1%	-11	·	4
COc1cc(C)ccc1OCC(=O)OCC(=O)c1cc(C)n(CC2CCCO2)c1C (centres undefined)	4.3%	-1%	-6%	1%	17%	-4%	-2	1%	2
O=C(c1cccc(NS(=O)(=O)c2cccc(F)c2)c1)N1CCN(c2ccccc2)CC1	-0.1%	-2%	-17%	-5%	3%	-2%	-2	4%[57.1 µM]	-3
Cc1c(C)c2ccc(OCC(=O)NCCN3CCOCC3)cc2oc1=O	9.3%	-3%	-17%	0%	9%	5%	0	3%	8
CCOC1=NS(=O)(=O)c2ccccc21	-0.4%	-1%	-2%	-6%	-8%	0%	-6	-4%	3
Cc1ccn2c(/C=N/OCc3cccc(F)c3)c(-c3ccc(Cl)cc3)nc2c1	0.0%	-3%	4%	-1%	-1%	0%	0	24%[57.1 µM]	-5
CN(C)c1cc[n+](CC(=O)N2CCCc3ccccc32)cc1	0.2%	0%	-15%	-3%	-1%	0%	-8	-5%	5
O=C(Nc1ccc(-c2nc3ccccc3s2)c(OC(=O)c2ccccc2)c1)c1ccccc1	0.2%	2%	-6%	3%	-10%	3%	-6	-5%	-3
CCCc1[nH][nH]c(=O)c1C(c1ccc(Cl)cc1)C(C#N)C#N (centres undefined)	0.5%	-4%	-9%	1%	-8%	1%	2	6%	6
O=C(NCCCN1CCN(CCCNC(=O)c2ccc(F)cc2)CC1)c1ccc(F)cc1	-0.4%	-2%	-11%	-3%	5%	0%	-5	8%[57.1 µM]	7
Nc1ccc(-n2cnc3cc([N+](=O)[O-])ccc32)cc1	1.7%	?	-11%	-6%	8%	-3%	0	10%[57.1 µM]	-4
CN1C(=O)c2ccc(NC(=O)c3ccc(N4CCCCC4)c([N+](=O)[O-])c3)cc2C1=O	-0.9%	-5%	-2%	-3%	1%	-1%	-1	-17%	0
Cn1nnc2cc(NC(=O)NCc3ccc4c(c3)OCO4)ccc21	0.4%	-1%	-10%	-2%	0%	2%	4	23%	-5
O=C(C1CCCCC1)N(Cc1cccnc1)c1nc2ccc(F)cc2s1	4.2%	-2%	-22%	-1%	45%[activator]	6%	0	-1%[57.1 µM]	6
COCC1CCN(C(=O)c2cc(COc3ccc(C)c(C)c3)on2)C1 (centres undefined)	-0.4%	3%	-16%	0%	2%	1%	-4	2%	0
COC(=O)c1cc(C)sc1NC(=O)C1C2C=CC(CC2)C1C(=O)O (centres undefined)	?	2%	-6%	1%	-1%	-3%	-2	9%[57.1 µM]	4
O=S(=O)(c1ccc(Br)cc1F)N1CC[C@H](O)C1	·	-2%	-2%	0%	28%	6%	-13	-8%	1
CCCCCCCCN1[C@@H](CC(=O)OC)c2cc(F)ccc2S1(=O)=O	·	-1%&-4%	-26%	2%	10%	-2%&2%	5	-1%&-16%	4
COc1ccc(Cl)cc1N(C)C(=O)C(=O)Nc1ccc2nc3n(c(=O)c2c1)CCCCC3	3.5%	-1%	-21%	-11%	-15%	1%	-3	1%	3
Cc1ccc(C)c(NC(=O)c2cc(S(=O)(=O)N3CCCc4ccccc43)ccc2F)c1	-1.1%	-2%	4%	-11%	-6%	5%	1	2%[57.1 µM]	-5
Oc1cccc(C(Nc2nccs2)c2ccc3cccnc3c2O)c1 (centres undefined)	-0.8%	-4%	-3%	?	0%	-5%	8	2%[57.1 µM]	2

Some of these compounds in order of heavy-atom count, largest number first:
SMILES	RXFP1 agonist	GRP78 ERSR act	USP1-UAF1 inh	Vif-APOBEC3F blk	IDH1 R132H inh	Vif-APOBEC3G blk	LDHA block	TrxR1 substrate	PI4K2A inh
Cc1ccc(C)c(NC(=O)c2cc(S(=O)(=O)N3CCCc4ccccc43)ccc2F)c1	-1.1%	-2%	4%	-11%	-6%	5%	1	2%[57.1 µM]	-5
CN1C(=O)c2ccc(NC(=O)c3ccc(N4CCCCC4)c([N+](=O)[O-])c3)cc2C1=O	-0.9%	-5%	-2%	-3%	1%	-1%	-1	-17%	0
O=C(C1CCCCC1)N(Cc1cccnc1)c1nc2ccc(F)cc2s1	4.2%	-2%	-22%	-1%	45%[activator]	6%	0	-1%[57.1 µM]	6

Back to the main list with the 4 entries that preceded the break.
SMILES	RXFP1 agonist	GRP78 ERSR act	USP1-UAF1 inh	Vif-APOBEC3F blk	IDH1 R132H inh	Vif-APOBEC3G blk	LDHA block	TrxR1 substrate	PI4K2A inh
CCCCCCCCN1[C@@H](CC(=O)OC)c2cc(F)ccc2S1(=O)=O	·	-1%&-4%	-26%	2%	10%	-2%&2%	5	-1%&-16%	4
COc1ccc(Cl)cc1N(C)C(=O)C(=O)Nc1ccc2nc3n(c(=O)c2c1)CCCCC3	3.5%	-1%	-21%	-11%	-15%	1%	-3	1%	3
Cc1ccc(C)c(NC(=O)c2cc(S(=O)(=O)N3CCCc4ccccc43)ccc2F)c1	-1.1%	-2%	4%	-11%	-6%	5%	1	2%[57.1 µM]	-5
Oc1cccc(C(Nc2nccs2)c2ccc3cccnc3c2O)c1 (centres undefined)	-0.8%	-4%	-3%	?	0%	-5%	8	2%[57.1 µM]	2
Cc1ccc(NC2CCCN(C(=O)CSc3ccncc3)C2)cc1C (centres undefined)	-3.3%	11%	-13%	0%	17%	-1%	1	4%	0
Cc1ccccc1-c1cnc(C(O)c2ccc(C(C)(C)C)cc2)[nH]1 (centres undefined)	·	-4%	·	·	·	-1%	-13	·	-9
CCOc1ccc(N(CC(=O)NCCSCc2ccc(C)cc2)S(C)(=O)=O)cc1	-1.2%	-3%	-21%	3%	1%	2%	-4	-7%	0
CC(C)NC(=O)/C(C#N)=C/c1ccc2c(c1)OCCO2	-0.7%	6%	-1%	2%	6%	-4%	0	1%[57.1 µM]	1
CC[n+]1c(-c2ccc(C)cc2)csc1Nc1c(C)n(C)n(-c2ccccc2)c1=O	-0.2%	-4%	-21%	0%	-7%	-4%	-4	-6%	1
CCCn1c(SCC(=O)Nc2cccc(C)n2)nnc1C(C)C	-2.0%	-3%	-25%	3%	8%	-5%	-7	-13%[57.1 µM]	5
Cc1ccc(Sc2ncccc2/C=N/O)cc1	2.7%	1%	-21%	2%	-2%	-2%	-10	0%	0
CC1CCN(C(=O)CSc2nnc(NC(=O)Nc3ccccc3)s2)CC1	0.3%	-3%	-19%	1%	7%	-1%	-7	-2%[57.1 µM]	-2
Cc1nnc(SCC(=O)Nc2cc(C(F)(F)F)ccc2N2CCOCC2)o1	1.3%	-6%	-21%	-2%	0%	-3%	-6	7%[57.1 µM]	-2
COCCN(C(=O)COC(=O)CCC1CCCC1)c1c(N)n(Cc2ccccc2)c(=O)[nH]c1=O	0.6%	0%	-11%	2%	-1%	0%	-15	0%	-5
Cc1ccc(/C=C/C(=O)Nc2nc3ccccc3[nH]2)cc1	1.2%	6%	-1%	-31%	-7%	-5%	-6	17%	4
Clc1ccccc1C1=Nn2c(nnc2-c2ccco2)SC1	2.6%	-1%	-7%	-1%	7%	0%	1	2%[57.1 µM]	-1
COC(=O)Cc1nnc(NC(=O)C(C)C)s1	0.8%	-1%	-22%	-5%	-2%	-7%	0	5%	0
COc1ccc(NC(=O)c2cc(-c3ccccc3Cl)no2)cc1	0.4%	2%	-5%	0%	10%	0%	-7	-7%	6
Cc1c(C(=O)Nc2cccc(C(F)(F)F)c2)sc2nc[nH]c(=O)c12	-2.3%	0%	?	1%	-12%	-1%	-5	-1%[57.1 µM]	1
O=C(NCCc1ccccc1)C(=O)NCC1OCCN1S(=O)(=O)c1cccs1 (centres undefined)	0.8%	-3%	-19%	10%	5%	-2%	-6	4%	-2
O=C(NCCCn1ccnc1)c1ccc(NS(=O)(=O)c2cccc([N+](=O)[O-])c2)cc1	1.8%	-1%	-10%	-7%	1%	-2%	-6	-5%	3
COc1cccc(NC(=O)c2sc3nc4n(c(=O)c3c2C)CCC4)c1	-0.2%&4.4%	17%&-1%	-8%&-17%	-10%&5%	-7%&10%	-3%&1%	-1&-2	-7%&-11%	-5&-7
CC1(C)C(=O)Nc2ccccc2N1C(=O)COC(=O)CNS(=O)(=O)c1ccc(Br)cc1Cl	·	-2%	-11%	-6%	3%	-2%	1	0%	-6

Screening data (PubChem BioAssay)
